PfHsp40 rescue = restores yeast growth despite PfHsp40 toxicity; S. cerevisiae expressing PfHsp40, growth rescue, ATP luminescence; growth rescue, % at 12.5 µM; 0.68% of 340,000 active; AID 504582; in the data active means growth rescue above about 28%, passing the limit was not always enough; inconclusive means no clear call, values can overlap the other calls;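 further: yeast W303a lacking pdr1 and pdr3 grown in galactose medium; growth measured after three days at 30 °C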
Vc quorum ag = induces V. cholerae light production without autoinducers; V. cholerae BH1578 lux reporter, luminescence, 6 h; activation, % at 18.7 µM; 0.16% of 350,000 active; in the data active means activation mostly above about 9.7%, no sharp cut-off; inconclusive means no clear call, values can overlap the other calls; inactive means mostly below about 3.7%; further: not every result past the cut was called active; inactives centre near 0; reference of the scale not given here
Y pestis TopoI = blocks Yersinia pestis topoisomerase I activity; Y. pestis Topo-I cleavage product accumulation, plate reader; activity, % at 10 µM; 0.064% of 360,000 active; in the data active means activity above about 50%, passing the limit was not always enough; inconclusive means no clear call, values can overlap the other calls; further: inactives centre near 2
TcdB GH inh = inhibitors of Clostridioides difficile toxin B glycohydrolase | TcdB glycohydrolase enzymatic assay, plate reader | inhibition, % at 9.99 µM | 0.24% of 350,000 active; in the data active means inhibition above about 10%
SSB-PriA inh = blocks PriA binding to SSB C-terminal tail; AlphaScreen SSBct-PriA binding, biotinylated peptide; inhibition, % at 33 µM; 0.6% of 430,000 active; in the data active means inhibition mostly above about 37%, no sharp cut-off; inactive means mostly below about 20%;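 further: plate controls were negative control peptide for no effect and reference peptide for full effect; strong numbers were not always called active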
DUSP3 inh = DUSP3 (human) phosphatase inhibition; AID 1654; recombinant VHR phosphatase, pNPP absorbance; 0.52% of 290,000 active; inhibition, % at 13.3 µM; in the data active means inhibition above about 50%; further: some compounds called inactive have numbers as strong as hits
CCHF vOTU inh = CCHFV vOTU protease inhibition; Pep-AMC fluorescence; inhibition, % at 11.5 µM; 0.55% of 370,000 active; AID 651958; in the data active means inhibition above about 30%; further: 0% = vehicle wells with enzyme and 100% = no enzyme wells
Anthrax LF prot = blocks Bacillus anthracis lethal factor protease; 0.12% of 360,000 active; inhibition, % at 10 µM; multiplex microsphere protease cleavage assay, LF; further: plate controls were buffer without enzyme for full effect and enzyme alone for no effect
BoNT-A LC inh2 = blocks Botulinum neurotoxin A light chain protease | multiplex microsphere protease substrate cleavage, flow cytometry | inhibition, % at 10 µM | 0.17% of 360,000 active; further: plate controls were buffer without enzyme for full effect and enzyme alone for no effect
SARS 3CLpro inh = SARS-CoV 3CLpro protease inhibition; P0C6X7; recombinant SARS-CoV 3CLpro, quenched FRET peptide cleavage; inhibition, % at 6 µM; 0.14% of 290,000 active; AID 1706; in the data active means inhibition above about 12%
* marks the source's active call; other numbers are inactive results; i = inactive; ? = inconclusive; · = no result given; & = joins results of further samples. Unless noted, no stated cut-off is given here; in the data, active means inhibition above about 30%; inconclusive means no clear call, values can overlap the other calls; inactive means below that. The list is partial; count on the stated rates, not on these rows.

Value order – PfHsp40 rescue, Vc quorum ag, Y pestis TopoI, TcdB GH inh, SSB-PriA inh, DUSP3 inh, CCHF vOTU inh, Anthrax LF prot, BoNT-A LC inh2, SARS 3CLpro inh
> Cc1ccccc1NC(=O)COc1coc(CN2CCCc3ccccc32)cc1=O
→ 0.8, -1.7, 42, 0.0, 12, ·, 5, -2, -6.2, ·
> N=c1cc(C2(O)CCCCC2)n2c(nc3ccccc32)s1
→ -0.8, ·, 12, ·, 2, 35, 2, ?, ?, -6
> COc1ccc(CCNC2CCc3ccccc3C2)cc1 (stereo unspecified)
→ 0.3, -0.3, -5, -0.3, -17, 1, 3, ·, ·, -2
> COc1ccc(N(CC(=O)Nc2cc(C)ccc2C)S(=O)(=O)c2c(C)nn(C)c2C)cc1
→ 0.1, 0.3, 3, -7.7, 3, 16, -1, -8, -0.7, 3
> O=C(Cn1nnc(-c2ccccc2)n1)NNC(=O)c1ccc(Br)cc1
→ 0.7, -0.4, 56*, -0.8, -8, 5, 10, 6, 1.9, 3
> CCc1nc2c(OCc3ccccc3C(=O)OC)cccn2c1N(C)C(=O)Nc1ccccc1OC
→ ·, -0.8, 8, 0.5, ·, ·, 1, -2, 0.1, ·
> O=C(c1ccc(F)cc1)N1CCOCC1
→ -0.8, -0.4, 0, 0.7, 1, 3, -5, 0, -0.1, 3
> O=C(CCC(=O)c1ccc(Oc2ccccc2)cc1)Nc1cccc(Cl)c1
→ 0.9, i, 15, 0.3, -7, 14, -3, -2, 0.9, 1
> Cc1ccc(OCCC(=O)O)cc1
→ -0.5, -0.8, -10, 2.5, -12&11&-19, 10, 4, -1, -0.1, -1
> CC(=O)N1c2ccccc2NC2=C(C(=O)CCC2)C1c1ccc(F)cc1 (stereo unspecified)
→ 0.2, i, 2, ·, -13, 6, 11, -4, -0.8, -1
> CN(c1ccccc1)S(=O)(=O)c1cccc(NC(=O)CSc2ncc(C(F)(F)F)cc2Cl)c1
→ -0.4, -0.2, 1, 1.5, 0, -3, 11, -2, -2.6, 0
> COc1ccc(/C=C/C(O)=C(\C#N)c2nnc(N3CCOCC3)n2-c2ccccc2)cc1OC
→ 0.6, 1.6, 2, 5.7, -10, 16, -13, -6, -2.3, -4
> Cc1cc(C)cc(NC(=O)C2CCCN2S(=O)(=O)c2ccc3c(c2)C(C)(C)C(=O)N3C)c1 (stereo unspecified)
→ 1.8, -0.2, 7, 1.7, -7, 13, 0, -3, -0.3, 0
> COC(=O)Oc1cncc(C(=O)O)c1
→ 0.0, i, 2, ·, -9, 6, 7, 1, 0.3, 2
> O=C1CCc2cc(S(=O)(=O)NC3CCCCC3)cc3c2N1CC3
→ -0.8, -0.7, 2, -1.5, -17, ·, 3, 3, -1.8, ·
> Cc1ccc(S(=O)(=O)N2CCN(C(=O)Cc3ccsc3)CC2)c(C)c1
→ 1.6, ·, 19, 0.9, -7, 14, -6, -6, -1.6, -8
> CC1=C(C(=O)Nc2ccccc2)C(c2cccnc2)n2nc(-c3cccnc3)nc2N1 (stereo unspecified)
→ -0.5, i, -5, ·, -1, 19, -2, -2, -1.0, -1
> COc1ccccc1CNC(=O)c1cc(-c2cc(F)ccc2OC(C)C)n[nH]1
→ ·, i, 18, -0.4, ·, ·, 16, -3, -0.6, ·
> CNC(=O)c1ccsc1NC(=O)CS(=O)(=O)c1ccccc1
→ -0.4, i, -2, 0.4, -1, ·, -7, 0, 0.6, ·
> CC(C)c1ncc(CO)n1Cc1c(Cl)cccc1Cl
→ ·, i, 9, -0.7, ·, ·, -16, 2, 0.0, ·
> O=C(N/N=C1/CCSC1)c1cccc([N+](=O)[O-])c1
→ 0.5, -0.2, 1, ·, ·, 5, 6, -4, -1.8, -8
> CCN(C(=O)Cn1cnc2c1c(=O)n(C)c(=O)n2C)C1CCS(=O)(=O)C1 (stereo unspecified)
→ -1.1, i, 2, 0.9, 1, ·, -2, -1, 0.1, ·
> CC(NC(=O)C(=S)N1CCN(C)CC1)c1ccccc1 (stereo unspecified)
→ -2.4, -0.2, -1, 0.0, -4, 2, -2, 2, 0.1, 1
> O=S(=O)(c1ccccc1)N1CCSC1c1ccco1 (stereo unspecified)
→ -1.5, i, 12, ·, -6, 6, 0, 1, 0.6, 0
> COc1ccccc1N1CC(C)(C)C(=O)N(C(=O)c2c(F)cccc2Cl)C1=S
→ -0.3, i, -9, 1.1, 1, 9, -14, -12, -0.3, 7
> CC(=O)Nc1ccccc1C(=O)C(=O)Nc1cccc(C(=O)N2CC(C)CC(C)C2)c1 (stereo unspecified)
→ 0.7, -0.8, 15, 1.5, -2, 19, 8, -2, 0.0, -2
> Cc1ccc(C(=O)Nc2cc(C(C)C)c(O)c(C(C)C)c2)cc1
→ -0.2, 0.2, -10, ·, 8, 2, -7, -2, -0.5, 3
> Cc1ccc(OC(=O)CCC(=O)N2CCc3ccccc32)cc1
→ -1.0, 3.1, -4, ·, -3, 30, -9, -4, -0.1, 3
> COc1cc(SC)ccc1C(=O)NCc1ccc(C)cc1
→ 4.3, -0.2, 13, ·, -22, 8, 4, -2, 2.2, 0
> CC(C)C[C@@H](CN1CCC[C@H]1CN1C(=O)C(=O)NC[C@@H]1Cc1ccccc1)N1C[C@H](Cc2ccc(O)cc2)N(CCc2ccccc2)C(=O)C1=O
→ ·, ·, ·, -2.1, ·, ·, 24, -7, 0.0, ·
> COc1ccccc1-n1c(-c2cccs2)nc2ccccc2c1=O
→ 0.4, -0.3, 0, 0.2, 1, 34, 1, -4, -0.2, 6
> CC(=O)C1=C(O)C(=O)N(c2ccc(C)cc2)C1c1ccc([N+](=O)[O-])cc1 (stereo unspecified)
→ 0.7, ·, -3, 1.8, -4, 6, 5, -1, -0.8, 5
> CC1CCCCC1NC(=O)Cn1nnc2ccccc2c1=O (stereo unspecified)
→ -0.4, 1.6, 0, 3.4, -2, 22, 7, -6, -0.7, 0
> Cc1ccc(/C=N/Nc2ccc(Cl)c(C(=O)O)c2)s1
→ -0.9, -0.2, -3, ·, ·, 5, 24, 0, 0.1, 0
> O=C1CNC(=O)/C1=C/c1ccc(O)cc1
→ -1.0, 3.7, 1, ·, -6, -2, -2, 1, 0.4, 7
> O=C(CNC(=O)c1ccc(Br)o1)Nc1cccc(S(=O)(=O)N2CCOCC2)c1
→ 0.5, i, 0, 0.3, 2, ·, 0, 2, 2.6, ·
> O=C(Cc1ccc2c(c1)OCCO2)N1CCN(S(=O)(=O)c2cccc(C(F)(F)F)c2)CC1
→ 0.1, -0.2, 29, ·, 2, 24, 3, -2, -1.3, 4
> CCCCCCc1cc2cc(S(=O)(=O)c3ccc(F)c(Cl)c3)c(=O)oc2cc1O
→ -0.6, -0.4, 11, ·, -32, 7, -12, 3, 2.3, -2
> CN(CC(=O)Nc1ccccc1C(F)(F)F)C(=O)Cn1c(=O)oc2ccccc21
→ -2.3, -4.0, 10, 1.5, -19, ·, -1, 0, 3.3, ·
> Cc1nn(CC(=O)N2CCc3ccccc3C2)c(C)c1Cl
→ 0.6, -0.1, -8, -7.0, 2, 23, -13, 2, 1.9, 2

Two entries from above in a different format.
COc1ccccc1N1CC(C)(C)C(=O)N(C(=O)c2c(F)cccc2Cl)C1=S
  PfHsp40 rescue = -0.3	Vc quorum ag = i	Y pestis TopoI = -9	TcdB GH inh = 1.1	SSB-PriA inh = 1	DUSP3 inh = 9	CCHF vOTU inh = -14	Anthrax LF prot = -12	BoNT-A LC inh2 = -0.3	SARS 3CLpro inh = 7
CC(=O)Nc1ccccc1C(=O)C(=O)Nc1cccc(C(=O)N2CC(C)CC(C)C2)c1 (stereo unspecified)
  PfHsp40 rescue = 0.7	Vc quorum ag = -0.8	Y pestis TopoI = 15	TcdB GH inh = 1.5	SSB-PriA inh = -2	DUSP3 inh = 19	CCHF vOTU inh = 8	Anthrax LF prot = -2	BoNT-A LC inh2 = 0.0	SARS 3CLpro inh = -2

(listing goes on)
structure | PfHsp40 rescue | Vc quorum ag | Y pestis TopoI | TcdB GH inh | SSB-PriA inh | DUSP3 inh | CCHF vOTU inh | Anthrax LF prot | BoNT-A LC inh2 | SARS 3CLpro inh
O=C(CSc1ncc(-c2ccccc2)n1CC1CCCO1)N1CCCCC1 (stereo unspecified) | 0.1 | 0.0 | 5 | · | 11 | 18 | -9 | -1 | 1.3 | -4
Cc1ccc(C(=O)OCC(=O)NCc2ccc3c(c2)OCO3)cc1S(=O)(=O)N1CCOCC1 | 0.4 | i | -1 | 1.6 | -5 | · | 0 | 3 | 2.5 | ·
N#Cc1ccccc1OCC(=O)OCC(=O)NCc1ccc2c(c1)OCO2 | 0.7 | 0.5 | 6 | 1.6 | 3 | · | 5 | -3 | 0.3 | ·
CC(=O)CC(c1ccccc1)c1c(O)c2ccccc2oc1=O (stereo unspecified) | -0.1&-1.3&-0.3 | -0.6&-0.3&-0.1 | -5&-8&-1 | 0.4&0.2&0.5 | -13&-11 | 2&10 | -4&-1&5 | -4&-8&-7 | -0.4&-0.6&-0.6 | -2&4
Cc1cc(NN)nc(NS(=O)(=O)c2ccc(Cl)cc2)n1 | -1.7 | 1.1 | 8 | -0.5 | 2 | 6 | 1 | -4 | -0.1 | 4
COc1cc(Cl)c(S(=O)(=O)N2CCOCC2)cc1Cl | 0.2 | -0.4 | 0 | · | 0 | -16 | -7 | -2 | -0.5 | 3
O=C(NC1CCCc2c1cnn2-c1ccccc1F)c1ccccc1N1CCOCC1 (stereo unspecified) | -2.2 | 3.6 | 9 | -0.3 | -19 | 14 | 1 | 7 | 0.9 | -5
O=C(CSc1nc2nn(-c3ccccc3)c(=O)c-2c2n1CCCCC2)c1ccc(O)c(O)c1 | 3.9 | -0.3 | -5 | · | -9 | · | · | -1 | -0.5 | ·
Cc1ccc2c(c1)NCC(C(=O)NCc1ccccc1)O2 (stereo unspecified) | 0.4 | -0.2 | -3 | -1.2 | 1 | 4 | 3 | 0 | -0.2 | 4
COc1cccc(Cl)c1NC(=O)N1CCc2c([nH]c3ccccc23)C1C(F)(F)F (stereo unspecified) | -0.7 | -0.6 | -1 | 0.5 | -1 | 4 | -6 | 0 | 1.5 | 0
COc1ccc(C2=Nn3c(nnc3-c3ccc(OC)cc3)SC2)cc1 | 0.1 | -0.4 | 27 | · | 14 | 17 | 14 | -8 | -3.4 | 2
CC(=O)c1cccc(CN2CCC(C(=O)Nc3ccc(-c4cccc(C)c4)cc3)CC2)c1 | -1.4 | -0.3 | -14 | -0.1 | 1 | -2 | 5 | -12 | -2.8 | -1
Cc1nnn(-c2nonc2N)c1C(=O)N/N=C/c1cccc2ccccc12 | 9.1 | i | 7 | · | · | 9 | 2 | -1 | 0.7 | 4
C=CCn1c2ccccc2c2nnc(SC(CC)C(=O)Nc3sc4c(c3C#N)CCCC4)nc21 (stereo unspecified) | 0.5 | -0.4 | 0 | · | -12 | -27 | -4 | 3 | -1.5 | 0
O=C1CCN(Cc2ccccc2)C(=O)N1c1ccccc1 | -0.7 | -7.1 | -6 | -0.8 | -12 | 9 | 12 | 3 | -0.1 | 4
O=S(=O)(/C=C/c1ccccc1)Nc1ccc(N2CCOCC2)cc1 | 0.3 | -0.5 | -3 | · | 4 | -5 | -10 | -9 | 0.1 | -4
CCOC(=O)/C(C#N)=N\Nc1ccc(S(=O)(=O)Nc2nc(C)cc(C)n2)cc1 | 8.9 | -0.2 | 2 | · | · | 5 | -9 | 1 | -0.2 | 2
COc1ccccc1-c1nc(-c2ccccn2)no1 | -1.5 | -0.2 | 2 | 1.1 | 1 | 8 | 4 | -8 | -0.8 | 1
Cc1nc(-c2ccncc2)sc1C(=O)Nc1ccc(Br)cc1 | 10.0 | i | 11 | -0.7 | -25 | 18 | 10 | 8 | -0.7 | 6
CCCCn1c(=O)c(C(=O)NCc2ccccc2Cl)c(O)c2ccccc21 | -0.9 | -0.8 | 6 | 0.1 | -30 | 6 | 0 | -2 | -1.2 | 5

Screening data deposited in PubChem BioAssay by several laboratories.
